PAD4 inh = human PAD4 inhibitors, primary screen, biochemical, fluorescence polarization, 1536-well format; Protein-arginine deiminase type-4 (Homo sapiens), Q9UM07; recombinant PAD4, RCA probe fluorescence polarization; inhibition, % at 6.36 µM; 330,000 compounds, 0.41% hits; AID 485272, 2010;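 active means percent inhibition above a cutoff equal to the mean of all tested compounds plus 3 SD, cut at about 15% in these data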;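 further: 0% = PAD4 with RCA probe and DMSO and 100% = probe without PAD4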
PREPL inhibitor = PREPL enzyme inhibitors, primary screen, biochemical, fluorescence polarization; inhibition, % at 5.96 µM; Prolyl endopeptidase-like (Homo sapiens), Q4J6C6; 320,000 compounds, 0.68% hits; recombinant PREPL, fluorescence polarization activity-based probe; AID 2751, 2010; in the data active means inhibition above about 43%;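 further: 0% = enzyme with DMSO and 100% = wells lacking enzyme; many of its hits are not listed in these tables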
Target sequence (Q4J6C6 whole entry, looked up): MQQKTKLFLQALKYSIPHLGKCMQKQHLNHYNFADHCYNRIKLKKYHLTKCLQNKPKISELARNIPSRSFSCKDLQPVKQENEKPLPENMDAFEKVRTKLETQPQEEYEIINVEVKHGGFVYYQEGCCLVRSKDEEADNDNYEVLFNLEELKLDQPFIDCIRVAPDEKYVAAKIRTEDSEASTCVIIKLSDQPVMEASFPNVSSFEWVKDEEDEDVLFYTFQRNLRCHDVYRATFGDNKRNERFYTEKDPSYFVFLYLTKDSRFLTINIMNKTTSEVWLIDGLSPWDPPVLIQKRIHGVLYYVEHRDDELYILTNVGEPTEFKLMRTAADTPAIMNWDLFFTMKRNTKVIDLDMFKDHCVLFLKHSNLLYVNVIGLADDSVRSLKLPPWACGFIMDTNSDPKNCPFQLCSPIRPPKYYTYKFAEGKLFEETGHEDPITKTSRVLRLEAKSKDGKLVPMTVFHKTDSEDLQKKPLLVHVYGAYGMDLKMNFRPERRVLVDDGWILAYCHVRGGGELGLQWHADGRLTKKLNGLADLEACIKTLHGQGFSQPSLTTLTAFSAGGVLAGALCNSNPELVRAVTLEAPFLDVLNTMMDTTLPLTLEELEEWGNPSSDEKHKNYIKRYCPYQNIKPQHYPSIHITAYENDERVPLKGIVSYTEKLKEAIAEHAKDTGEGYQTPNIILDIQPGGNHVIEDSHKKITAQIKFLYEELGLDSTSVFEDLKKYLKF
LYPLA2 counter = LYPLA2 inhibitors, primary screen, counter-screen for PME1 inhibitor project, biochemical, fluorescence polarization, FP-Rh probe ABPP; inhibition, % at 5.9 µM; recombinant LYPLA2; Acyl-protein thioesterase 2 (Homo sapiens), O95372; AID 2177, 2009; 320,000 compounds, 0.38% hits;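 active means inhibition above the screen-wide mean plus 3 SD, limit set per campaign, cut at about 26% in these data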;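 further: 0% = LYPLA2 with DMSO and 100% = wells lacking LYPLA2 enzyme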
LYPLA1 inh = LYPLA1 inhibitors, primary screen, counter-screen for PME1 inhibitor project, biochemical, fluorescence polarization, FP-Rh probe ABPP. recombinant LYPLA1. 320,000 compounds, 0.16% hits. Acyl-protein thioesterase 1 (Homo sapiens), O75608. inhibition, % at 5.9 µM. AID 2174, 2009;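 active means inhibition above the mean of all tested compounds plus 3 SD, set per campaign, cut at about 14% in these data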;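 further: inhibitors block serine hydrolase probe labeling of LYPLA1 so polarization falls; 0% = enzyme with DMSO and 100% = wells lacking LYPLA1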
Target sequence (O75608 whole entry, looked up): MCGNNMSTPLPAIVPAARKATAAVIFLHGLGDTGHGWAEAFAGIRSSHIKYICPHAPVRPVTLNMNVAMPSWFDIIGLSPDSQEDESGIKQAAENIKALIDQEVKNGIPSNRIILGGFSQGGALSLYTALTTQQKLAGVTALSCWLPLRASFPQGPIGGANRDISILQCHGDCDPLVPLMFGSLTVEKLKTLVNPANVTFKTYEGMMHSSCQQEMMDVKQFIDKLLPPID
PAFAH1B2 inh = PAFAH1B2 enzyme inhibitors, primary screen, biochemical, fluorescence polarization, human; Platelet-activating factor acetylhydrolase IB subunit alpha2 (Homo sapiens), P68402; recombinant PAFAH1B2, FP-rhodamine activity probe; inhibition, % at 3.39 µM; 340,000 compounds, 1.2% hits; AID 492953, 2010;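 active means inhibition above the mean of all tested compounds plus 3 SD, cut at about 24% in these data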;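 further: 0% = enzyme with DMSO and 100% = wells lacking PAFAH1B2; many of its hits are not listed in these tables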
GSTO1 inh = inhibitors of recombinant GSTO1, primary screen, counter-screen for RBBP9 inhibitor project, biochemical, fluorescence polarization; inhibition, % at 5.96 µM; AID 1974, 2009; 300,000 compounds, 1.1% hits; activity-based probe fluorescence polarization; Glutathione S-transferase omega-1 (Homo sapiens), P78417;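 active means inhibition above the campaign mean inhibition plus 3 SD, cut at about 35% in these data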;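 further: 0% = GSTO1-1 with DMSO and 100% = wells lacking GSTO1-1 enzyme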
pPAFAH inh = pPAFAH enzyme inhibitors, primary screen, biochemical, fluorescence polarization, human; Platelet-activating factor acetylhydrolase (Homo sapiens), Q13093; recombinant pPAFAH, FP-rhodamine probe fluorescence polarization; inhibition, % at 3.39 µM; 330,000 compounds, 1.5% hits; AID 463082, 2010;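 active means inhibition above the mean inhibition across the screen plus 3 SD, cut at about 25% in these data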;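 further: inhibitors block binding of the rhodamine activity-based probe so polarization drops; 0% = enzyme with DMSO and 100% = wells lacking pPAFAH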
PME-1 inh = PME-1 inhibitors via competitive probe labeling, primary screen, biochemical, fluorescence polarization, FP-Rh probe, HTS. inhibition, % at 5.9 µM. recombinant PME-1. 320,000 compounds, 0.53% hits. Protein phosphatase methylesterase 1 (Homo sapiens), Q9Y570;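 active means inhibition above the campaign mean of all compounds plus 3 SD, cut at about 26% in these data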;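 further: competitive labeling of PME-1 active site by serine hydrolase directed probe; 0% = PME-1 with DMSO and 100% = wells lacking PME-1 enzyme; inhibitors block probe labeling so polarization falls and inhibition rises; many of its hits are not listed in these tables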
PAFAH1B3 FP inh = PAFAH1B3 enzyme inhibitors, primary screen, biochemical, fluorescence polarization, human; Platelet-activating factor acetylhydrolase IB subunit alpha1 (Homo sapiens), Q15102; recombinant PAFAH1B3, FP-rhodamine probe; inhibition, % at 3.39 µM; 340,000 compounds, 0.28% hits;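 active means inhibition above the screen-wide average of all tested compounds plus 3 SD, cut at about 25% in these data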;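 further: 0% = enzyme with DMSO only and 100% = wells lacking PAFAH1B3 protein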
* = called active by the depositor; / = not tested or not shown. An excerpt; rates above refer to the full screens.

SMILES	PAD4 inh	PREPL inhibitor	LYPLA2 counter	LYPLA1 inh	PAFAH1B2 inh	GSTO1 inh	pPAFAH inh	PME-1 inh	PAFAH1B3 FP inh
Cc1cc(/C=C2\C(=N)N3N=C(CC(=O)N4CCOCC4)SC3=NC2=O)c(C)n1Cc1ccccc1	1	6	-1	1	/	-57	8	-3	/
COCCNC(=O)c1onc(CSc2ccc(F)cc2)c1C(=O)NCCOC	-4	13	7	7	6	7	6	0	5
CNC(=O)Nc1ccc(S(N)(=O)=O)cc1	2	9	11	7	2	1	4	2	14
Cc1ccc(CSC2=Nc3ccccc3C3=NC(CCC(=O)NCc4ccco4)C(=O)N23)cc1 (configuration not stated)	-4	31	-1	3	10	5	13	-10	-3
NC(=O)CC(NC(=O)Cc1cccc2ccccc12)c1ccc(NC2CCC2)c([N+](=O)[O-])c1 (configuration not stated)	-3	8	-2	-4	8	0	-2	-8	6
O=C(NNc1ccccc1[N+](=O)[O-])Nc1ccccc1	4	15	28*	2	6	3	7	3	10
CCCc1nnc(NC(=O)c2ccncc2)s1	-2	4	8	2	-1	4	1	-2	-6
CCc1ccc(/C(C)=N/Nc2cc(Cl)nc(C)n2)cc1	-5	-3	1	-4	4	-1	5	-8	3
O=C(COc1ccc2ccccc2c1)NNC(=O)Nc1ccc(F)cc1F	0	-8	-7	-3	0	-7	4	-15	-4
Cc1cccc(N2C(=O)CN(Cc3ccccc3)C2=S)c1	-7	-2	0	-5	6	0	6	5	2
COc1cccc(NC(=S)N(CCN(C)C)C(C)c2ccco2)c1 (configuration not stated)	-1	4	3	-4	1	0	-2	2	8
Cc1ccc(/C(O)=C/C(=O)C(=O)NNC(=O)C(O)(c2ccccc2)c2ccccc2)cc1	-6	2	-4	-6	2	2	14	-3	11
CC(C)CCN1C(N(C)C)=NC[C@@H]1C	-4	5	1	1	-2	0	8	-2	10
N#Cc1ccccc1CN1C(=O)NC(Cc2c[nH]c3ccccc23)C1=O (configuration not stated)	1	7	-1	2	0	7	3	6	4
O=C(NCCc1ccccc1)c1ccc(Cl)c([N+](=O)[O-])c1	0	10	4	-1	4	-2	3	7	13
CCCOc1ccc(CCC(=O)N/N=C/c2ccco2)cc1	-4	0	0	-1	/	-1	-3	-5	/
Cc1cc(-c2nc(C)c(C(=O)NN)s2)no1	-4	6	-3	0	9	6	2	-4	4
CCOC(=O)/C(C#N)=C/Nc1ccsc1C(=O)OC	2	3	2	5	-1	9	2	-4	3
O=C(CSC1=Nc2ccccc2C2=NC(CC(=O)NCc3ccco3)C(=O)N12)NCC1CCCO1 (configuration not stated)	-4	7	1	0	3	-3	10	0	1
O=C1c2cccc(OCC(=O)N3CCCc4ccccc43)c2CCN1Cc1cccnc1	-2	3	-1	-1	5	-3	-3	14	10
COc1ccc(C(=O)c2sc3nc(-c4ccccc4)ccc3c2N)cc1OC	-2	18	19	13	8	34	30*	1	2
CCCCC(=O)Nc1ccc(N2CCCC2)cc1	-6	23	2	-3	5	17	12	0	3
COc1ccccc1C(=O)NC(=O)COC(=O)CCS(=O)(=O)c1ccc(C)cc1	-10	-4	-8	0	4	0	5	2	2
Nc1nonc1-c1nc2ccccc2n1CC(=O)N1CCCCC1	-2	-1	6	3	-6	-3	6	4	8
CC(C)N1C(=O)CC(Nc2ccc(N3CCOCC3)cc2)C1=O (configuration not stated)	11	7	-2	-1	6	-4	3	-5	8
O=C(NCCC1CCCCN1S(=O)(=O)c1ccc(F)cc1)C(=O)NCc1cccnc1 (configuration not stated)	3	-14	2	-1	1	11	2	-1	2
Cc1c(N=C2N=C(NC(=O)c3cccs3)c3ccccc32)c(=O)n(-c2ccccc2)n1C	-3	-11	-4	-2	4	5	6	3	14
CC1CC(N(C(=O)c2ccccc2Cl)c2ccccc2)c2ccccc2N1 (configuration not stated)	-6	-6	3	0	0	10	6	1	3
COc1ccc(OCCN2CCN(S(=O)(=O)c3ccccc3C(F)(F)F)CC2)cc1	0	8	3	0	-4	/	1	6	5
Cc1ccc(CSCC(=O)Nc2ccc(F)cc2)cc1	-2	5	-1	-1	12	1	-7	-6	3
Cc1ccc(C)n1-c1ncc(Br)cn1	-4	4	2	2	0	9	3	4	3
CC(=O)Nc1cccc(C(=O)N2CCN(S(=O)(=O)c3ccc4ccccc4c3)CC2)c1	-3	10	0	-1	-1	0	-1	2	3
COc1cc(/C=N/N2CCN(Cc3ccc(Cl)cc3)CC2)cc(Br)c1O	-2	19	22	49*	-2	4	3	2	3
COc1ccc(OC)c(C(=O)c2ccc(Cl)cc2)c1	-1	-2	2	2	5	-6	3	-2	-2
O=C(NCC(=O)N(Cc1cccs1)C(C(=O)NC1CCCCC1)c1ccco1)c1cccs1 (configuration not stated)	-5	16	1	-2	8	-2	-7	3	5
O=C(CSc1nnc(-c2ccco2)n1Cc1ccccc1)NCc1ccccc1	1	6	0	-1	1	-3	2	-1	3
Cc1cc(C(F)F)n2nc(C(=O)Nc3ccc(S(=O)(=O)N4CCCCCC4)cc3)nc2n1	0	7	-6	-8	1	-19	2	-3	-11
COc1cccc(N2CCN(C(=O)CCS(=O)(=O)c3ccc4c(c3)oc(=O)n4C)CC2)c1	1	-3	-3	-3	2	-4	6	7	1
Cc1ccc(CN2CCNC(=O)C2CC(=O)N2CCN(c3ncccn3)CC2)o1 (configuration not stated)	-9	20	4	4	1	3	-1	1	-6
O=C(c1ccc(CN2CCOCC2)cc1)N1CCN(Cc2ccccc2)CC1	-1	15	-2	-4	3	-3	1	1	2
N#Cc1cc(-c2ccccc2)nc(Oc2ccccc2)n1	-1	2	-11	-7	1	-2	-3	-5	0
O=C(Nc1ccc(S(=O)(=O)Nc2cnc3ccccc3n2)cc1)c1cc(F)c(F)cc1Cl	-2	0	-2	4	1	10	5	-1	5
COC(=O)C1CCN(c2ccc(C(N)=O)cc2[N+](=O)[O-])CC1	0	7	-2	-5	2	-1	7	-5	-2
CCOC(=O)c1ccc(-c2c(C(=O)OCC)oc3cc(O)c(CC)cc3c2=O)o1	3	-5	-2	-5	5	0	6	0	-6
O=C(C1CCN(C2CCN(Cc3ccc4c(c3)CCO4)CC2)CC1)N1CCCC1	-1	22	-2	-1	4	4	-4	0	2
COc1ccc(NC(=O)N2CCCC(c3nc(-c4ccc(C(C)C)cc4)no3)C2)cc1 (configuration not stated)	4	12	-3	-8	30*	4	21	2	-7
CC(C)(C)c1cc(CN2CCOCC2)c(C(=O)O)o1	0	-9	8	0	-1	1	-2	5	3
Cc1c(C(=O)NCc2ccccc2)oc2ccc(S(=O)(=O)N3CCCC3)cc12	-6	10	-2	1	-3	-2	4	-1	-1
CC(=O)c1ccc(NS(=O)(=O)c2cc3c(cc2C)N(C)CCO3)cc1	1	0	8	5	-2	6	3	5	2
Cc1cc(C(=O)N/N=C/c2ccc(-c3ccccc3Cl)o2)n[nH]1	-1	9	4	0	0	2	1	-10	-4
COc1ccccc1NC(=S)NC(=O)c1ccc(Cn2cc(Br)cn2)cc1	0	-4	-3	1	-1	2	2	0	7
O=C(Nc1cccnc1)c1ccc([N+](=O)[O-])s1	1	10	1	4	9	/	4	2	9
CC1(OC(=O)C2CCCC2)C(=O)C=C2C=C(c3ccsc3)N(Cc3ccco3)C=C2C1=O (configuration not stated)	-2	17	3	-3	-1	32	31*	8	-4
COc1ccccc1-c1nnc(NC(=O)CSc2nncn2C)s1	-2	-4	7	-2	1	-2	0	3	7
CCn1ncc(C2=NOC(C(=O)Nc3cccnc3)C2)c1C (configuration not stated)	0	9	-1	-2	3	-3	1	-2	5
Cc1ccc(CS(=O)(=O)CCC(=O)NCCCOC(C)C)cc1	-3	-2	2	0	7	-3	7	-6	10
COc1ccc(-c2cn(CCc3c[nH]c4ccccc34)nn2)cc1	-4	-1	5	4	-2	4	10	-1	3
CCC(=O)N/C(=N/c1nc(C)cc(C)n1)Nc1ccccc1	2	4	-2	0	0	10	2	-5	7
COc1ccc(C(c2oc(CO)cc(=O)c2O)c2oc(CO)cc(=O)c2O)cc1OC	-5	9	4	1	4	0	-1	-3	4
Cc1c(C(=O)NC(=S)Nc2ccc(NC(=O)c3cccs3)cc2)oc2ccccc12	-4	3	1	1	4	19	-4	-14	1
(list continues)
SMILES	PAD4 inh	PREPL inhibitor	LYPLA2 counter	LYPLA1 inh	PAFAH1B2 inh	GSTO1 inh	pPAFAH inh	PME-1 inh	PAFAH1B3 FP inh
COc1ccc(CCNC(=O)C2CCC(=O)N(C3CCCCCC3)C2)cc1 (configuration not stated)	-2	16	3	0	2	-7	-6	-3	9
Cc1sc2nc(CN3CCOCC3)nc(NS(=O)(=O)c3ccccc3)c2c1C	-3	4	6	4	5	-2	3	2	12
O=C(c1ccccc1)C1CN(Cc2ccccc2)CCC1(O)c1ccccc1 (configuration not stated)	-6	-4	3	1	12	-5	0	3	1
CCC1(C)Cc2c(sc3[nH]c(=S)n(Cc4ccccc4)c(=O)c23)CO1 (configuration not stated)	0	-4	-1	0	1	6	3	-1	4
OCC1(CCOc2ccccc2)CCN(Cc2ccccc2C(F)(F)F)CC1	-2	-5	8	3	4	7	0	-1	1
CCOC(=O)C1CCCN(C(=O)c2cccs2)C1 (configuration not stated)	1	2	1	3	7	4	-1	-2	-5
CC1CCCC(NC(=O)COC(=O)c2ccccc2NC(=O)c2ccco2)C1C (configuration not stated)	-5	3	3	-4	-5	6	3	-2	3
O=C(COC(=O)c1cccnc1)Nc1cccc2ccccc12	0	7	6	4	1	10	-1	3	12
CCCCN1C(=S)NC[C@@H]1Cc1ccccc1	3	14	-2	0	5	3	-3	-1	4
CC(CCc1ccccc1)NC(=O)CNC(=O)N1CC(=O)Nc2ccccc21 (configuration not stated)	-1	-7	-9	0	8	-24	2	5	-1
O=C(C1CC1)N1CCc2cc(Br)cc(S(=O)(=O)NCCN3CCOCC3)c21	-4	-4	-2	-2	5	4	4	-7	8
CC(C)N(CC#CCC1(O)c2ccccc2-c2ccccc21)CCO	-5	-18	3	6	2	35	6	1	2

Filtered by structure: the entries above containing bromine (4)
SMILES	PAD4 inh	PREPL inhibitor	LYPLA2 counter	LYPLA1 inh	PAFAH1B2 inh	GSTO1 inh	pPAFAH inh	PME-1 inh	PAFAH1B3 FP inh
Cc1ccc(C)n1-c1ncc(Br)cn1	-4	4	2	2	0	9	3	4	3
COc1cc(/C=N/N2CCN(Cc3ccc(Cl)cc3)CC2)cc(Br)c1O	-2	19	22	49*	-2	4	3	2	3
COc1ccccc1NC(=S)NC(=O)c1ccc(Cn2cc(Br)cn2)cc1	0	-4	-3	1	-1	2	2	0	7
O=C(C1CC1)N1CCc2cc(Br)cc(S(=O)(=O)NCCN3CCOCC3)c21	-4	-4	-2	-2	5	4	4	-7	8
